NPR2 activator – GC-B (human) receptor activation. HEK293-GC-B cells, CNP EC30, cGMP TR-FRET; 0% at EC30 CNP, 100% saturating CNP. actives 0.11% (n = 370,000). activation, % at 10 µM. AID 1920062. P20594;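 active = activation at 10 µM reaching about 35% in either raw or pattern-adjusted values, limit read from the data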
hcDAF12 agonist – H. contortus DAF-12 activation, primary screen | actives 1.4% (n = 370,000) | HEK293 hcDAF-12 lit1-tk-luc reporter, luminescence; 0% DMSO, 100% Δ7-dafachronic acid | activation, % at 6.8 µM;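 active = activation above the mean of all tested compounds plus 3 SD, cut at about 5.5% in these data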;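 note: 100% = response to 3 µM Δ7-dafachronic acid high control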
proKLK7 act – proKLK7 (human) activation, primary screen. P49862. purified proKLK7, EDANS-DABCYL substrate fluorescence; 100% is mature enzyme control, 0% vehicle. activation, % at 7 µM. actives 0.9% (n = 370,000). AID 652039;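 active = activation above the mean of all tested compounds plus 3 SD, computed per campaign excluding outliers beyond control limits, cut at about 13% in these data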
Target sequence (P49862 whole entry, looked up): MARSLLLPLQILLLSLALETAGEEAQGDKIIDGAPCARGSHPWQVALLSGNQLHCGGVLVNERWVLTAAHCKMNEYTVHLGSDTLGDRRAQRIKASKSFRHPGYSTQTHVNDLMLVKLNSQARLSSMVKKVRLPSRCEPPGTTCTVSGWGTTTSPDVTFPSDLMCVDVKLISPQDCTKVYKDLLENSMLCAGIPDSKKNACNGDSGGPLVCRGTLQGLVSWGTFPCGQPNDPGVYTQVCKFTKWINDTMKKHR
FXN GAA850 act – activators of GAA850 frataxin (FXN) promoter | HEK293 lucGAA850 FXN promoter luciferase reporter, 24 h; percent of 10 µM SAHA response | actives 0.56% (n = 360,000) | AID 540364 | activation, % at 6 µM;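 active = activation above the average of all compounds screened plus 3 SD, cutoff fixed separately per campaign, cut at about 7.5% in these data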;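 note: 0% = DMSO wells and 100% = 10 µM SAHA wells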
DAX1 inh-1 – inhibits human nuclear receptor DAX1 | HEK293 Gal4-DAX1 luciferase reporter, luminescence | inhibition, % at 6.75 µM | actives 0.99% (n = 340,000) | AID 504766;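 active = inhibition above the mean over all tested compounds plus 3 SD, cut at about 4.2% in these data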;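 note: 0% = DAX1-transfected cells with DMSO and 100% = empty-vector control cells with DMSO; inhibition shows as a rise in luminescence from relieved DAX1 repression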
Target sequence (P51843 207-470 limits assumed): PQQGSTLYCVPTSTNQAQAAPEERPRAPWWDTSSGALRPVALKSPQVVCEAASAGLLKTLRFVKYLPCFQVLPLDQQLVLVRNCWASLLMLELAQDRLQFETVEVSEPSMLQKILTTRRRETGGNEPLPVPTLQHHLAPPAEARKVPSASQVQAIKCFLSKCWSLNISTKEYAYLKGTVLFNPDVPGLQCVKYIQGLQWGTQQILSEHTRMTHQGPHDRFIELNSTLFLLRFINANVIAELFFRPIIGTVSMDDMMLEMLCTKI
SMARCA2 act – activators of SMARCA2 function. MG213 cells, MMTV-luciferase reporter, dexamethasone, overnight. activation, % at 9.1 µM. actives 1% (n = 370,000). AID 652017; in the data active = activation above about 7.8%;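 note: 0% = vehicle wells and 100% = reference activator wells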
NPR1 activator – GC-A (human) enzyme activation; AID 1671463; activation, % at 10 µM; actives 0.14% (n = 370,000); HEK293 GC-A cells, cGMP TR-FRET, EC30 ANP; 0% at EC30 ANP, 100% saturating ANP; in the data active = activation above about 40%
sPLA2-III inh – Inhibits HGIII-sPLA2 liposome hydrolysis, primary screen; QFRET BODIPY PC-A2 liposome hydrolysis, fluorescence; inhibition, % at 12.2 µM; actives 0.56% (n = 370,000); AID 743126;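 active = inhibition above mean plus 3 SD of compounds lying within the high and low control bounds, cut at about 19% in these data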;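 note: 0% = median of test compound wells and 100% = no enzyme DMSO wells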
Target sequence (Q9NZ20 whole entry, looked up): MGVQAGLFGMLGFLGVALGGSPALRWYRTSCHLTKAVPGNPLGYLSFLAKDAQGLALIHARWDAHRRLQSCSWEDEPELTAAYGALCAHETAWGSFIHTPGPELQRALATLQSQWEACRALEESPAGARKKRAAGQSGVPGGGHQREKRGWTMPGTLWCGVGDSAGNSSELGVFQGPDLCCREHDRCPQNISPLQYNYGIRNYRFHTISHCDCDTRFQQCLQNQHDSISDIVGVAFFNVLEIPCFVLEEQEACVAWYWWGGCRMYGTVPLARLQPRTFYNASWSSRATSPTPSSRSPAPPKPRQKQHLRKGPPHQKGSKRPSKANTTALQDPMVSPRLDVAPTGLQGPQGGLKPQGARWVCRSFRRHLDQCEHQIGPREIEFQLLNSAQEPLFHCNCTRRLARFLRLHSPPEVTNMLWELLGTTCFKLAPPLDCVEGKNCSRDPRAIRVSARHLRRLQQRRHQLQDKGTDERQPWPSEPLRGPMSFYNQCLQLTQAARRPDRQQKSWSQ
DAX1 inh-2 – DAX1 (NR0B1) inhibition, primary screen. HEK293T StAR-luciferase reporter, SF-1/DAX-1 repression relief. inhibition, % at 6.8 µM. actives 1.1% (n = 370,000). AID 652010;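 active = inhibition above the mean over all tested compounds plus 3 SD, cut at about 3.6% in these data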;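 note: 0% = DAX-1 cells with DMSO and 100% = cells lacking DAX-1 with DMSO; higher inhibition means more luminescence from relief of DAX-1 repression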
ssDAF12 agonist – activators of S. stercoralis DAF-12 nuclear receptor; HEK293 ssDAF-12/GRIP1 lit1-tk-luc reporter, luminescence; % of 3 µM dafachronic acid response; activation, % at 6.8 µM; actives 1% (n = 370,000);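 active = activation above the mean over all tested compounds plus 3 SD, cut at about 0.9% in these data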;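 note: 0% = DMSO-only wells and 100% = 3 µM delta7-dafachronic acid wells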
hgDAF12 agonist – hgDAF-12 agonism, primary luciferase screen | HEK293 GAL4-hgDAF12 UAS-luciferase reporter, agonist luminescence; normalized to butyrate control | activation, % at 6.8 µM | actives 1.8% (n = 370,000);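 active = activation above a cutoff set at the mean of all screened compounds plus 3 SD, cut at about 10% in these data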;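 note: 0% = DMSO wells and 100% = sodium butyrate wells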
* = called active by the depositor. An unsorted share of the library; overall some 6.7% were active at least once.

For CCN(CCn1cccn1)C(=O)C1CCC(=O)N(CCN2CCOCC2)C1 (stereo unspecified) the results were NPR2 activator 1.2, hcDAF12 agonist -1.8, proKLK7 act -0.3, FXN GAA850 act 0.9, DAX1 inh-1 0.7, SMARCA2 act -0.5, NPR1 activator -1.7, sPLA2-III inh 3.4, DAX1 inh-2 -0.4, ssDAF12 agonist -0.9 and hgDAF12 agonist 0.2.
Screening Nc1ccc(Nc2nc3ccccc3[nH]2)cc1 returned NPR2 activator -6.8, hcDAF12 agonist 0.0, proKLK7 act -0.5, FXN GAA850 act 0.1, DAX1 inh-1 0.5, SMARCA2 act -0.6, NPR1 activator -11.2, sPLA2-III inh 11.0, DAX1 inh-2 -0.2, ssDAF12 agonist -0.8 and hgDAF12 agonist 0.2.
CCCc1c(C(=O)NNc2cccc(Cl)c2)cnn1-c1ccccc1 was read as NPR2 activator 1.6, hcDAF12 agonist -1.6, proKLK7 act 0.3, FXN GAA850 act 1.8, DAX1 inh-1 -0.7, SMARCA2 act -0.3, NPR1 activator 2.5, sPLA2-III inh 1.5, DAX1 inh-2 -0.2, ssDAF12 agonist -1.7 and hgDAF12 agonist -1.5.
Screening CCCC1=C(C(=O)OCC)C(c2cc(Cl)cc(OC)c2OCC(=O)OCC)NC(=O)N1 (stereo unspecified) returned NPR2 activator -10.4, hcDAF12 agonist -0.5, proKLK7 act 0.5, FXN GAA850 act -1.0, DAX1 inh-1 1.6, SMARCA2 act 0.0, NPR1 activator -19.1, sPLA2-III inh -5.5, DAX1 inh-2 0.6, ssDAF12 agonist -0.8 and hgDAF12 agonist 0.4.
`Cc1nn(-c2ccc(N3CCOCC3)nn2)c(C)c1CCC(=O)N1CCN(C)CC1` gave NPR2 activator 0.9, hcDAF12 agonist -0.7, proKLK7 act 0.5, FXN GAA850 act -0.6, DAX1 inh-1 0.3, SMARCA2 act -0.5, NPR1 activator -2.8, sPLA2-III inh 2.7, DAX1 inh-2 0.1, ssDAF12 agonist -0.8 and hgDAF12 agonist 0.0.
Screening NNC(=O)Cn1cnc2ccccc21 returned NPR2 activator 4.5, hcDAF12 agonist -1.6, proKLK7 act -0.6, FXN GAA850 act -2.3, DAX1 inh-1 1.4, SMARCA2 act -2.1, NPR1 activator -1.9, sPLA2-III inh -3.9, DAX1 inh-2 -0.7, ssDAF12 agonist -1.1 and hgDAF12 agonist -2.3.
Screening CCn1ncc(C(=O)Nc2cc(C)on2)c1C returned NPR2 activator -0.1, hcDAF12 agonist 1.2, proKLK7 act -0.8, FXN GAA850 act 0.3, DAX1 inh-1 2.2, SMARCA2 act 3.9, NPR1 activator 1.0, sPLA2-III inh 5.3, DAX1 inh-2 1.4, ssDAF12 agonist -0.9 and hgDAF12 agonist 11.8*.
Screening Cc1ccc(Nc2ncnc3ccccc23)cc1 returned NPR2 activator 2.2, hcDAF12 agonist 0.3, proKLK7 act -0.2, FXN GAA850 act 7.0, DAX1 inh-1 0.3, SMARCA2 act 3.0, NPR1 activator -0.6, sPLA2-III inh -1.5, DAX1 inh-2 1.2, ssDAF12 agonist -0.8 and hgDAF12 agonist 13.9*.
For CC1(C)CC(=O)c2cc(OCC(=O)NCCCN3CCN(c4ccc(F)cc4)CC3)ccc2O1 the results were NPR2 activator -3.4, hcDAF12 agonist -3.0, proKLK7 act 16.6*, FXN GAA850 act -2.6, DAX1 inh-1 -2.1, SMARCA2 act -2.5, NPR1 activator -1.5, sPLA2-III inh -3.1, DAX1 inh-2 -1.6, ssDAF12 agonist -1.4 and hgDAF12 agonist -4.2.
C=CCNc1nc(C(=O)OCC(=O)c2ccccc2)cs1 was read as NPR2 activator 5.3, hcDAF12 agonist 2.4, proKLK7 act 0.2, FXN GAA850 act 7.2, DAX1 inh-1 1.9, SMARCA2 act 3.6, NPR1 activator 3.2, sPLA2-III inh -1.9, DAX1 inh-2 1.9, ssDAF12 agonist 0.1 and hgDAF12 agonist 8.2.
C=CCNc1sc(C(=O)C2CC2)c(N)c1C#N was read as NPR2 activator 11.8, hcDAF12 agonist -2.1, proKLK7 act 0.2, FXN GAA850 act 4.4, DAX1 inh-1 1.4, SMARCA2 act 1.4, NPR1 activator 6.0, sPLA2-III inh 2.4, DAX1 inh-2 0.7, ssDAF12 agonist -1.0 and hgDAF12 agonist 2.0.
For O=C(NCCO)c1ccc(-c2ccc3nncn3c2)cc1 the results were NPR2 activator -2.1, hcDAF12 agonist -0.6, proKLK7 act -0.4, FXN GAA850 act 1.3, SMARCA2 act -2.5, NPR1 activator 1.2, sPLA2-III inh 10.7, DAX1 inh-2 1.8, ssDAF12 agonist -1.7 and hgDAF12 agonist 2.7.
Screening CCOC(=O)c1cnc2c(C(=O)OC)cccc2c1NCc1ccco1 returned NPR2 activator -7.6, hcDAF12 agonist -0.1, proKLK7 act 14.3*, FXN GAA850 act 2.3, DAX1 inh-1 0.2, SMARCA2 act 8.0*, NPR1 activator 10.1, sPLA2-III inh 4.4, DAX1 inh-2 1.2, ssDAF12 agonist -1.1 and hgDAF12 agonist 2.7.
`NC(=O)c1cc([N+](=O)[O-])ccc1NCc1cnccn1` gave NPR2 activator -2.9, hcDAF12 agonist -0.6, proKLK7 act -0.2, FXN GAA850 act -0.7, DAX1 inh-1 1.5, SMARCA2 act -0.9, NPR1 activator 1.5, sPLA2-III inh 20.4*, DAX1 inh-2 0.4, ssDAF12 agonist -1.4 and hgDAF12 agonist 2.6.
COc1cccc(NC(=O)CN(C)C(=O)[C@@H]2CCCN2C(=O)c2cccs2)c1 was read as NPR2 activator 9.2, hcDAF12 agonist -0.9, proKLK7 act 0.6, FXN GAA850 act 1.0, DAX1 inh-1 -0.1, SMARCA2 act -2.0, NPR1 activator -0.5, sPLA2-III inh 0.5, DAX1 inh-2 1.1, ssDAF12 agonist -1.3 and hgDAF12 agonist -1.1.
Screening CCCCCCCCN1C(=O)[C@@H](CC(=O)N2CCOCC2)C[C@@]2(C(=O)OC)C1=C[C@H](C1CCCC1)O[C@@H]2C returned NPR2 activator 0.7, hcDAF12 agonist -1.4, proKLK7 act 0.5, SMARCA2 act 2.0, NPR1 activator 0.4, sPLA2-III inh -3.8, DAX1 inh-2 1.2, ssDAF12 agonist -1.1 and hgDAF12 agonist 0.0.
`O=C(NNC(=O)c1ccc2ccccc2c1O)c1cccs1` gave NPR2 activator 4.2, hcDAF12 agonist 1.5, proKLK7 act -0.1, FXN GAA850 act 3.9, DAX1 inh-1 0.8, SMARCA2 act 1.7, NPR1 activator -0.4, sPLA2-III inh 7.3, DAX1 inh-2 0.0, ssDAF12 agonist 0.8 and hgDAF12 agonist 4.8.
O=C(NC1CCCC1)c1sc(=S)n2c1[nH]c(=O)c1ccccc12 was read as NPR2 activator -1.1, hcDAF12 agonist -1.6, proKLK7 act -0.2, FXN GAA850 act 1.4, DAX1 inh-1 1.5, SMARCA2 act -2.9, NPR1 activator -4.0, sPLA2-III inh 1.0, DAX1 inh-2 -0.2, ssDAF12 agonist -1.4 and hgDAF12 agonist 0.6.
Screening Cc1ccc(CNS(=O)(=O)c2ccc3c(c2)CCN3C(=O)CCCC(=O)O)cc1 returned NPR2 activator 1.1, hcDAF12 agonist -2.3, proKLK7 act 0.4, FXN GAA850 act 1.7, DAX1 inh-1 1.2, SMARCA2 act -0.4, NPR1 activator -1.9, sPLA2-III inh -2.9, DAX1 inh-2 1.8, ssDAF12 agonist -1.6 and hgDAF12 agonist -2.4.
`C=C(C)COc1ccc(-c2nc(N)ncc2-c2ccc(OC)cc2)c(O)c1` gave NPR2 activator 3.0, hcDAF12 agonist -2.2, proKLK7 act -0.4, SMARCA2 act 0.0, NPR1 activator 4.5, sPLA2-III inh -2.3, DAX1 inh-2 -0.9, ssDAF12 agonist -1.6 and hgDAF12 agonist -2.4.
O=C(Nc1ccccc1)N1CCN(c2ccccn2)CC1 was read as NPR2 activator 3.7, hcDAF12 agonist -0.8, proKLK7 act -0.1, FXN GAA850 act 0.1, DAX1 inh-1 -0.1, SMARCA2 act 1.5, NPR1 activator 1.8, sPLA2-III inh 1.0, DAX1 inh-2 -0.4, ssDAF12 agonist -0.9 and hgDAF12 agonist 2.3.
For COc1ccc(C2NC(c3ccc(OC)cc3)C(C)C(=O)C2C)cc1 (stereo unspecified) the results were NPR2 activator -1.7, hcDAF12 agonist -3.3, proKLK7 act 0.3, FXN GAA850 act 1.6, DAX1 inh-1 0.5, SMARCA2 act -0.8, NPR1 activator 2.8, sPLA2-III inh -5.1, DAX1 inh-2 -0.5, ssDAF12 agonist -1.2 and hgDAF12 agonist -2.3.
Screening O=[N+]([O-])c1ccccc1/C=C/CN1CCSCC1 returned NPR2 activator -1.4, hcDAF12 agonist -1.2, proKLK7 act -0.6, FXN GAA850 act 1.6, DAX1 inh-1 -0.2, SMARCA2 act -1.9, NPR1 activator 1.7, sPLA2-III inh 14.4, DAX1 inh-2 -0.1, ssDAF12 agonist -0.9 and hgDAF12 agonist -1.0.
Screening COc1cc(OC)cc(-c2csc(N3CCC(C(N)=O)CC3)n2)c1 returned NPR2 activator -10.6, hcDAF12 agonist -0.8, NPR1 activator -5.3, sPLA2-III inh -0.3, ssDAF12 agonist -1.7 and hgDAF12 agonist 3.6.
For O=C(/C=C/c1ccc(Cl)c(Cl)c1)NCc1ccco1 the results were NPR2 activator 2.9, hcDAF12 agonist 0.5, proKLK7 act -0.1, FXN GAA850 act 1.7, DAX1 inh-1 0.0, SMARCA2 act -1.7, NPR1 activator 4.5, sPLA2-III inh 10.1, DAX1 inh-2 -0.3, ssDAF12 agonist -1.5 and hgDAF12 agonist -0.6.
COC(=O)/C(C#N)=C/N(C)C was read as NPR2 activator 0.5, hcDAF12 agonist 0.2, proKLK7 act -0.6, FXN GAA850 act 1.4, DAX1 inh-1 1.2, SMARCA2 act 1.2, NPR1 activator -3.7, sPLA2-III inh 7.2, DAX1 inh-2 0.2, ssDAF12 agonist -0.8 and hgDAF12 agonist -1.7.
`O=C(COC(=O)c1c(Cl)ccc(Cl)c1Cl)NC1CCS(=O)(=O)C1` (stereo unspecified) gave NPR2 activator 3.8, hcDAF12 agonist -1.0, proKLK7 act -0.7, FXN GAA850 act 0.0, DAX1 inh-1 -1.0, SMARCA2 act -0.1, NPR1 activator 1.0, sPLA2-III inh 2.3, DAX1 inh-2 -0.6, ssDAF12 agonist -1.6 and hgDAF12 agonist -3.3.
`COc1cc(-c2c(NC(=O)c3ccco3)oc3ccccc3c2=O)cc(OC)c1OC` gave NPR2 activator 5.2, hcDAF12 agonist 1.0, proKLK7 act -0.6, FXN GAA850 act 2.9, DAX1 inh-1 0.2, SMARCA2 act -0.8, NPR1 activator -0.3, sPLA2-III inh 1.7, DAX1 inh-2 1.2, ssDAF12 agonist -1.7 and hgDAF12 agonist -3.8.
